Assay outcomes deposited in PubChem by several laboratories.
Scp1 inh = Scp-1 phosphatase inhibitors, primary screen, biochemical, colorimetric, uHTS; 0.88% of 340,000 active; AID 493091, 2011; Recombinant Scp1, phosphopeptide, malachite green phosphate absorbance; Carboxy-terminal domain RNA polymerase II polypeptide A small phosphatase 1 (Homo …; inhibition, % at 20 µM;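 active means inhibition above about 50% at 20 µM, limit read from the data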;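 further: plate controls were DMSO wells with enzyme for no effect and wells lacking enzyme for full effect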
Target sequence (Q9GZU7 76-261 limits assumed): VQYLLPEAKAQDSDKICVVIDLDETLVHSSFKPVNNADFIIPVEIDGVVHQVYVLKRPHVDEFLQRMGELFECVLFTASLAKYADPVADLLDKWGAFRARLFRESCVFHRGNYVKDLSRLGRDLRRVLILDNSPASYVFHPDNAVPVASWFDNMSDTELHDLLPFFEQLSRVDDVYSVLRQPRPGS
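System: SCP-1 catalytic domain; Reagent: Phospho 17-mer peptide substrate; Doses: one concentration, 20 µM, with 1.0% DMSO; Incubation: 45 min room-temperature reaction, 5 min colour, 30 min stabiliser; Signal: Phosphate-binding colour reagent, absorbance read at 630 nm.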
Neddylation inh = inhibitors of cullin neddylation, primary screen, biochemical, TR-FRET, uHTS, NAE and Ubc12 | NEDD8-conjugating enzyme Ubc12 (Homo sapiens) + NEDD8-activating enzyme E1 regulatory … | 0.58% of 360,000 active | calls only at 25 µM; in the data active means inhibition above about 36%
LMPTP inh = LMPTP phosphatase inhibitors, primary screen, biochemical, fluorescence intensity, uHTS. Low molecular weight phosphotyrosine protein phosphatase (Homo sapiens), P24666. recombinant LMPTP-A, OMFP fluorogenic substrate. inhibition, % at 20 µM. 0.22% of 360,000 active. AID 651560, 2012;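 active means compounds that cut the enzyme signal by at least half of the control window in the single-dose screen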;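 further: plate controls were DMSO wells with enzyme plus substrate for no effect and substrate without enzyme for full effect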
Target sequence (P24666 whole entry, looked up): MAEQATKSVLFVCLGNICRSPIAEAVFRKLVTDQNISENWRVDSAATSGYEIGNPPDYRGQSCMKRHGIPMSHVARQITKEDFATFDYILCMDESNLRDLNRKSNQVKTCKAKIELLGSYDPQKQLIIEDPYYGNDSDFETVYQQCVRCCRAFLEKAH
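Test system – LMPTP-A enzyme · Amount – LMPTP-A at 0.625 nM final in the reaction · Buffer or medium – Bis-Tris pH 6.0, DTT, detergent · Reagent – OMFP 400 µM · Doses – single 20 µM dose · Schedule – reaction 50 min, room temperature, dark · Detection – fluorescence intensity of OMFP turnover product · Evaluation – percent inhibition versus substrate-only and uninhibited controls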
DNMT1 inh = human DNMT1 methyltransferase inhibitors, primary screen, biochemical, molecular beacon, fluorescence, HinP1I cleavage, uHTS; DNA (cytosine-5)-methyltransferase 1 (Homo sapiens), P26358; inhibition (reported as % activation of signal), % at 10 µM; 0.83% of 360,000 active; AID 588458, 2011; in the data active means inhibition above about 50%
SUMO1-SIM PPI = modulators of SUMO1 protein-protein interactions, primary screen, biochemical, uHTS; Small ubiquitin-related modifier 1 (Homo sapiens), P63165; SUMO1 binding to a labelled peptide, TR-FRET, 1 h; inhibition, % at 20 µM; 0.33% of 360,000 active; in the data active means inhibition above about 37%
Target sequence (P63165 whole entry, looked up): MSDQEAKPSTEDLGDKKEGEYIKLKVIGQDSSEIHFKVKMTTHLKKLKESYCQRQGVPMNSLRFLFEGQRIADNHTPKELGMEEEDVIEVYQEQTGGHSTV
NRP1-CendR mod = modulators of CendR peptide binding to NRP-1, primary screen, biochemical, fluorescence polarization, uHTS | Neuropilin-1 (Homo sapiens), O14786 | FAM-RPARPAR peptide binding to NRP-1 | inhibition, % at 25 µM | 0.85% of 360,000 active | AID 602438, 2012;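 active means inhibition or corrected inhibition above about 18%, plus a signal ratio from 0.5 to 1.5, limit read from the data, passing the limit was not always enough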; further: strong numbers were not always called active
SKN-1 inh = suppressors of acrylamide-induced Pgst-4::GFP reporter in worms, primary screen, SKN-1 inhibitor project, whole organism, uHTS, GFP/RFP fluorescence ratio, strain VP596; C. elegans VP596 Pgst-4::GFP/RFP ratio, 24 h; inhibition, % at 21.8 µM; 0.49% of 360,000 active; AID 624304, 2012;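 active means interference check ratio from 0.5 to 1.5 plus GFP to RFP signal ratio inhibition reaching or exceeding a fixed threshold, cut at about 30% in these data, passing the limit was not always enough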; further: some compounds called inactive have numbers as strong as hits
NadD block = inhibitors of S. aureus NadD, primary screen, biochemical, colorimetric, uHTS | Nicotinate-nucleotide adenylyltransferase NadD (Staphylococcus aureus N315) | purified NadD enzyme, colorimetric absorbance read-out | inhibition, % at 20 µM | 0.78% of 360,000 active; in the data active means inhibition above about 26%; further: some compounds past the cut are filed as inactive
TbMetRS inhib = T. brucei MetRS inhibitors, primary screen, biochemical, luminescence; methionyl-tRNA synthetase (Trypanosoma brucei brucei); purified T. brucei MetRS, ATP depletion, Kinase-Glo luminescence; inhibition, % at 11.9 µM; 0.4% of 360,000 active;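 active means inhibition above a per-plate cutoff of the control wells' mean inhibition plus 3 SD, cut at about 5.5% in these data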;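 further: 0% = DMSO wells median and 100% = median of wells with control inhibitor compound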
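System: purified T. brucei MetRS enzyme / Detection: Kinase-Glo luciferase luminescence reporting remaining unconsumed ATP / Medium: HEPES buffer with MgCl2, KCl, DTT, spermine, BSA, pyrophosphatase / Replication: singlicate, one well per compound / Evaluation: percent inhibition relative to median high and low control wells / Schedule: 2 h aminoacylation at 25 °C after 15 min preincubation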
STEP block = STEP phosphatase inhibitors, primary screen, biochemical, fluorescence intensity, uHTS | recombinant STEP, OMFP fluorogenic substrate | 0.25% of 360,000 active | inhibition, % at 20 µM | Tyrosine-protein phosphatase non-receptor type 5 (Homo sapiens), P54829;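 active means inhibition at 20 µM, scaled per plate between control wells, above about 37%, limit read from the data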;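 further: 0% = DMSO with enzyme and substrate and 100% = substrate only without enzyme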
Target sequence (P54829 whole entry, looked up): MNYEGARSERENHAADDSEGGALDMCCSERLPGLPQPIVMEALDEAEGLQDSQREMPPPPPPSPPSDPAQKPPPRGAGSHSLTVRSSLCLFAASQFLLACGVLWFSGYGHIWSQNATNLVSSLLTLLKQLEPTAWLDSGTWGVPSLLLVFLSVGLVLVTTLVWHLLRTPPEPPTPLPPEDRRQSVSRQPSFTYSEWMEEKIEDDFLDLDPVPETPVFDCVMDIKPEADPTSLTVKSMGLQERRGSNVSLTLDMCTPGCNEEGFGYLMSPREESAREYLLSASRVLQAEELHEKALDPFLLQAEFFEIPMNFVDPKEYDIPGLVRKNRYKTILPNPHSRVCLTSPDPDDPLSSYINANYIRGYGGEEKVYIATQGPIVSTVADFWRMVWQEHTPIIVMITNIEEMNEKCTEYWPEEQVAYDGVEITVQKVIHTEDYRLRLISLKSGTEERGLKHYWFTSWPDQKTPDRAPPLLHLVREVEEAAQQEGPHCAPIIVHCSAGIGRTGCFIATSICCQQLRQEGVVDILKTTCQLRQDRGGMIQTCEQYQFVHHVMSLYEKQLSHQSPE
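Measure: Control-normalized % inhibition with plate pattern correction | Test system: STEP phosphatase, cell-free reaction | Medium: pH 6.0 Bis-Tris with DTT and Tween 20 | Technique: Fluorescence, 480/540 nm | Times: Reaction 20 min, ambient temperature | Doses: Single compound dose of 20 µM, 1% DMSO final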
Numbers without * were called inactive; i = inactive; x = not tested or not shown.

SMILES	Scp1 inh	Neddylation inh	LMPTP inh	DNMT1 inh	SUMO1-SIM PPI	NRP1-CendR mod	SKN-1 inh	NadD block	TbMetRS inhib	STEP block
CCC(=O)c1ccc(OC(=O)Cc2ccc(OC)cc2)cc1	-9	i	-0.9	3	2	-3	10	-5	-0.9	1
CSc1ncc(Cl)c(C(=O)Nc2ccc(S(=O)(=O)N3CCOCC3)cc2)n1	-5	i	-2.0	-2	-16	-5	5	-3	0.1	-2
Fc1ccccc1-c1nc(-c2ccc(Br)o2)no1	-13	i	2.5	2	-1	-11	72*	-9	-0.7	0
COc1ccc2[nH]c3c(=O)n(CCCCC(=O)N4CCC(C(N)=O)CC4)c(=S)[nH]c3c2c1	-3	i	-0.2	-2	4	-9	-1	12	0.3	0
O=C(CCc1nc2ccccc2s1)Nc1ccccc1	11	i	-1.5	-2	2	-2	3	-1	-1.2	2
CN(Cc1ccc(Cl)cc1Cl)C(=O)c1cccc(S(=O)(=O)N2CCN(c3ccccc3)CC2)c1	15	i	3.6	-3	7	10	-4	13	-0.4	1
O=C(N/N=C/c1ccc2c(c1)OCO2)c1sc2cccc(Cl)c2c1Cl	-7	x	1.2	35	-3	-16	-1	30*	-0.4	0
O=C(CCn1cnnn1)N1CCCC(Nc2ccc(F)c(F)c2)C1 (stereo unspecified)	-2	i	-0.4	-1	0	-5	3	4	-0.2	-2
Cc1ccc(S(=O)(=O)N2CCN(C(=O)CCC(=O)NCCc3ccc(F)cc3)CC2)cc1	-9	i	-1.5	5	-1	-1	13	-6	-0.7	-2
CCC(=O)N1CCc2cc(OC)c(OC)cc2C1COc1ccc(F)cc1 (stereo unspecified)	-4	i	0.2	0	4	5	7	-5	-1.2	-2
O=C(Nc1cccc(-n2cccn2)c1)C1CCCN(Cc2cc3ccccc3[nH]2)C1 (stereo unspecified)	-4	i	1.1	-14	-2	-2	14	7	0.8	-2
Cn1cnnc1SCC(=O)N1N=C2/C(=C/c3ccco3)CCCC2C1c1ccco1 (stereo unspecified)	1	i	-0.9	0	-1	-17	-20	3	-0.2	-2
Clc1ncnc2[nH]ccc12	6	i	0.8	2	1	5	12	0	-0.4	-4
COc1ccc([C@H]2CN(CCc3ccccc3)C(=O)[C@@H]2CC(=O)Nc2ccccc2)cc1	x	i	-0.1	-3	-1	-22	-3	1	-0.1	-1
CC(=O)Oc1ccccc1N(C(C)=O)S(=O)(=O)c1ccc(C)cc1	-1	i	-1.9	1	0	-22	2	-4	-0.5	2
CCCS(=O)(=O)NC(=O)C1(C)CCCN(C(=O)c2cc(C)n(C(C)(C)C)n2)C1 (stereo unspecified)	x	i	-2.2	0	2	0	-2	1	0.1	2
Cc1cc(=O)oc2c1ccc1ccccc12	-13	i	-0.1	6	-36	6	8	-5	-0.7	2
CC(NC(=S)Nc1ccc(S(=O)(=O)N2CCOCC2)cc1)C1CC2CCC1C2 (stereo unspecified)	-8	i	-0.2	0	2	10	0	-1	-0.4	1
COc1ccc(S(=O)(=O)N2CCCCCC2)cc1N(C)S(=O)(=O)c1ccccc1	-13	i	-0.5	-7	-1	-8	8	-10	-1.2	-2
O=c1c(C/C=C/c2ccccc2)c(O)nc2n1CCCS2	1	i	-1.2	2	5	6	8	0	-0.4	-1
CCOC(=O)COc1cccc2c(=O)n(CC(=O)N3CCN(C(=O)OCC)CC3)ccc12	-3	i	-1.0	5	0	5	5	-3	0.0	-3
COc1cccc(NC(=O)C2CC2)c1	4	i	0.2	12	-1	-8	12	-1	1.0	2
O=[N+]([O-])c1cc([N+](=O)[O-])c(Oc2ccc(Cl)c3cccnc23)cc1NN1CCCCC1	0	i	2.0	7	-19	3	-21	5	-0.2	2
Clc1ccc(-c2nnc(N3CCOCC3)o2)cc1	-10	x	-0.7	2	-3	-10	12	-5	-0.6	1
Cc1cc(C(=O)NCC2CCCO2)sc1C (stereo unspecified)	-3	i	-1.4	1	4	11	3	-7	-0.1	-2
Cc1ccsc1C(=O)N1CCC1(C)C(=O)NS(=O)(=O)c1cccc(F)c1 (stereo unspecified)	x	i	-3.1	-4	1	5	20	-7	-0.3	-3
CCOc1ccccc1C(=O)NC(C(=O)Nc1ccccc1N1CCOCC1)C(C)C (stereo unspecified)	-4	i	-0.3	-5	3	1	-9	-5	-1.4	0
CC(=O)Nc1ccc(S(=O)(=O)NCCSCc2ccccc2Cl)cc1	-3	i	-0.9	1	-2	0	10	-2	-1.0	-10
COc1ccc(NC(=S)N(CCCN2CCOCC2)Cc2cn(C)c3ccccc23)cc1	-10	i	-1.8	-1	20	-22	-12	2	0.6	11
CCOC(=O)C(C(=O)OCC)C1N=C(N)N=C2Oc3ccccc3N21 (stereo unspecified)	-2	x	-0.5	2	1	5	-11	-2	-0.8	0

An excerpt of these results, with values under each structure:
The line under a structure holds: Scp1 inh	Neddylation inh	LMPTP inh	DNMT1 inh	SUMO1-SIM PPI	NRP1-CendR mod	SKN-1 inh	NadD block	TbMetRS inhib	STEP block
CCC(=O)N1CCc2cc(OC)c(OC)cc2C1COc1ccc(F)cc1 (stereo unspecified)
    -4	i	0.2	0	4	5	7	-5	-1.2	-2
Clc1ccc(-c2nnc(N3CCOCC3)o2)cc1
    -10	x	-0.7	2	-3	-10	12	-5	-0.6	1

Further results.
SMILES	Scp1 inh	Neddylation inh	LMPTP inh	DNMT1 inh	SUMO1-SIM PPI	NRP1-CendR mod	SKN-1 inh	NadD block	TbMetRS inhib	STEP block
C/C(=N\NC(=O)C12CCC(C)(C(=O)O1)C2(C)C)c1ccccc1O (stereo unspecified)	-4	i	-2.4	2	3	-5	-5	-3	-0.9	-2
COc1ccc(NCc2nnc(SCC(=O)Nc3ccc(OC)cc3)n2C)cc1	-7	i	-0.5	-6	0	11	4	3	0.8	2
CC(C)(C)NC(=O)[C@]1(C)CCC[C@@]2(C)C3CC[C@@]4(C)C[C@]3(CCC21)CC4=O (stereo partly specified)	2	i	-0.8	2	-4	18	5	-6	-0.3	0
c1ccc2sc(-n3cc(C4CCCCC4)nn3)nc2c1	x	i	0.1	x	2	12	30	-12	-0.3	x
COc1cc(/C=C2/CCC/C(=C\c3cc(O)c(OC)c(Cl)c3)C2=O)cc(Cl)c1O	-7	i	2.6	-26	-7	-95	15	50*	-0.2	-4
COC(=O)c1ccc(/C=N/NC(=O)c2ccccc2Cl)cc1	0	i	-0.9	3	-13	9	3	-2	-0.9	-2
CCOC(=O)c1sc2ncn(/N=C/c3ccc(O)cc3)c(=O)c2c1C	0	i	1.6	-8	-5	12	5	-2	-0.5	0
Cn1cnnc1Sc1ccc(C(F)(F)F)cc1[N+](=O)[O-]	-6	i	0.6	2	-25	-8	1	-4	-0.9	-1
Cn1c(=O)c2c(SCc3ccccn3)nc(CC(C)(C)C)nc2n(C)c1=O	-1	i	2.4	-1	17	-12	-3	2	-0.3	6
O=S(=O)(c1ccccc1)N(Cc1ccccc1)c1ccccn1	-4	i	-0.6	1	-1	7	0	4	0.6	1
CCS(=O)(=O)C(=C1Nc2ccccc2N1)S(=O)(=O)CC	-2	i	-1.8	2	0	-8	11	2	-1.2	-2
Cc1ccccc1Cn1nc(C)c(NC(=O)C(F)(F)F)c1C	-14	i	-1.0	2	6	-5	15	0	-0.9	1
CC(OC(=O)c1ccc(NS(=O)(=O)c2ccc3[nH]c(=O)[nH]c3c2)cc1)C(=O)Nc1cccc(Cl)c1Cl (stereo unspecified)	-14	i	2.6	-5	3	0	5	3	-0.7	-3
Cc1nc2ccccc2c(=O)n1-c1ccc(NS(=O)(=O)c2ccccc2)cc1	-4	i	0.6	2	-15	-5	-11	-4	-0.4	-2
CCOC(=O)N1CCN(C(=O)COc2ccc(Cl)c(C)c2)CC1	-7	i	-0.3	1	5	22	-2	2	0.6	2
Cc1sc2ncnc(NCc3cccnc3)c2c1C	-13	i	1.6	2	-1	-27	-10	-6	-0.1	1
CCOC(=O)c1ccc(/C=C2/C=C(c3ccccc3)N(c3ccc(Cl)c(C(=O)O)c3)C2=O)cc1	52*	i	0.8	35	27	-216	-1	29	-0.1	-3
Cc1ccc(S(=O)(=O)N(CCCc2c(C)nc[nH]c2=O)c2ccccc2)cc1	0	i	0.7	1	0	11	3	2	-0.2	0
Cc1nn(CC(=O)N2CCCc3ccccc32)c(C)c1[N+](=O)[O-]	-1	i	-1.0	-1	2	6	-6	-5	-1.0	3
Cc1cc(C)c2c(N)c(C(=O)Nc3ncc(C)s3)sc2n1	0	x	2.8	-2	-14	2	1	4	-2.0	1
C/C(CC(=O)Nc1ccc2c(c1)OCCO2)=N\NC(=O)C(=O)Nc1ccccc1C	-8	i	-1.1	-2	1	6	-7	1	-1.1	-1
O=C(COc1cccnc1[N+](=O)[O-])Nc1ccccc1Sc1ccccc1	-17	i	1.1	-6	-18	7	15	-10	-0.5	-3
N#Cc1ccc(C(=O)OCCCc2cc3ccccc3c(=O)o2)cc1	-9	i	-1.4	-1	9	1	1	-16	-0.4	2
COCCN(CC(=O)Nc1ccc(F)cc1)S(=O)(=O)c1ccc(S(=O)(=O)N2CCCC2)cc1	-2	i	0.0	14	0	-2	-10	0	-0.1	-2
Cc1ccccc1CSCC(=O)c1c(N)n(CC(C)C)c(=O)n(C)c1=O	-8	i	0.2	-2	-2	0	9	-6	-1.1	0
CCc1ccc(Cc2cnc(NC(=O)C3=NCCN3)s2)cc1	-7	i	-1.8	1	-4	-6	7	-7	-0.8	2
COc1ccccc1NS(=O)(=O)c1cc(NC(=O)c2ccc(Cl)nc2)ccc1N1CCCC1	4	i	9.0	-5	8	-7	5	23	-0.2	17
CC1=C(C(=O)N2CCOCC2)CC(CC(=O)NCCc2ccccn2)C(=O)N1CCCN1CCCC1=O (stereo unspecified)	x	i	-1.4	x	4	-4	8	2	-0.2	x
